# Screening data: PubChem, National Center for Advancing Translational Sciences (NCATS)
# RGS4 inhibitor: Inhibitors of Regulator of G Protein Signaling (RGS) 4: qHTS; Regulator of G-protein signaling 4 (Homo sapiens), P49798; Transcreener GDP fluorescence polarization, RGS4-accelerated GTP hydrolysis; Potency, µM (top dose mostly 114 µM), for the others: at the highest dose activity change, negative = inhibition, actives largely listed as inhibitors; actives 0.039% (n = 390,000); note: potency is the fitted concentration of half-maximal effect; % is set by controls: 0 for no effect and ±100 for the full control effect; nearly all actives have a fitted effect of over 75% in size; some results filed as inactive show a strong effect at the top dose
# Target sequence (P49798 whole entry, looked up): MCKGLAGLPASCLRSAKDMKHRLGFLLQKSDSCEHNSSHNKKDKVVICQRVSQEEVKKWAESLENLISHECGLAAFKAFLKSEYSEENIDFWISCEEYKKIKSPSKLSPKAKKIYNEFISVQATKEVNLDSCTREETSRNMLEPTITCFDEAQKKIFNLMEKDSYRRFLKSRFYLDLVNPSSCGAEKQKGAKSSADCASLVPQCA
#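 MLSMR compounds (23 nl, pin-transferred) preincubated 10 min at room temperature with a 500nM (2x) first reagent, then RGS4 at 900nM (2x) plus Transcreener GDP mix added; fluorescence polarization (620/688 nm) read before and after 90 min at 30 °C.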
# mIDH1 inhibitor: qHTS for Inhibitors of mutant isocitrate dehydrogenase 1 (IDH1): qHTS; Isocitrate dehydrogenase [NADP] cytoplasmic (Homo sapiens), O75874; IDH1-R132H enzyme, NADPH consumption, diaphorase/resazurin fluorescence; Potency, µM (titrated, usually from 76.6 µM), for the others: at the highest dose activity change, negative = inhibition, hits mostly inhibitors; actives 0.093% (n = 390,000); AID 602179, 2012; note: potency is the fitted concentration of half-maximal effect; % is set by controls: 0 for no effect and ±100 for the full control effect; nearly all actives have a fitted effect of over 65% in size
# Target sequence (O75874 whole entry R132H, stated change not applied): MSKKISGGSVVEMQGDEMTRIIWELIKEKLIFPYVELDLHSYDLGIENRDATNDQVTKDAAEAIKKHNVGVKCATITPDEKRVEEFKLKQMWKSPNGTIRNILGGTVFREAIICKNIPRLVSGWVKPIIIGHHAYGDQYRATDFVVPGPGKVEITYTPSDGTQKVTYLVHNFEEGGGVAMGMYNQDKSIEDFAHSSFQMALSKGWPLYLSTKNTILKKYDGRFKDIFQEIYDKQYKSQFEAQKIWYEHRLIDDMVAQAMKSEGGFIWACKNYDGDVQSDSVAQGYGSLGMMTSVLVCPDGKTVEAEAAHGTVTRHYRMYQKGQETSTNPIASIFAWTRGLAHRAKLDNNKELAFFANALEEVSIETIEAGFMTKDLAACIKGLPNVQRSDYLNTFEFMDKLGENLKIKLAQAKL
#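 IDH1-R132H (0.5 ug/mL dispensed) in pH 7.5 Tris buffer was preincubated 30 min with compound, then given a substrate mix of 0.016 mM NADPH and 2 mM alpha-KG for 80 min at room temperature; remaining NADPH was read by diaphorase/resazurin fluorescence.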
# TrxR1 substrate: qHTS Assay for Substrates of Mammalian Selenoprotein Thioredoxin Reductase 1 (TrxR1): qHTS; actives 0.01% (n = 390,000); AID 588456, 2011; Potency, µM (doses to about 114 µM), inactives show at the top dose activity change, negative = substrate turnover; Thioredoxin reductase 1, cytoplasmic (Rattus norvegicus), O89049; purified TrxR1 substrate turnover, NADPH consumption readout; note: potency is the fitted concentration of half-maximal effect; % is set by controls: 0 for no effect and ±100 for the full control effect; nearly all actives have a fitted effect of over 50% in size
#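 Rat TrxR1, dispensed at 90 nM, was prereduced with 400 uM NADPH (final) for 5 min at ~22 deg C, then incubated with compound 15 min before 400 uM selenite. A first-read NADPH fluorescence drop versus no-compound background flagged substrates.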
# Vif-APOBEC3G blk: qHTS for Inhibitors of Vif-A3G Interactions: qHTS; DNA dC->dU-editing enzyme APOBEC-3G (Homo sapiens), Q9HC16; HeLa A3G-eYFP + Vif (tagged APOBEC3G with the HIV-1 protein that degrades it), YFP fluorescence, overnight; Potency, µM (titrated, usually from 46.1 µM), for the others: at the highest dose activity, negative = active, hits mostly inhibitors; actives 0.076% (n = 410,000);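 note: potency is the fitted concentration of half-maximal effect; % is set by controls: 0 for no effect and ±100 for the full control effect; nearly all actives have a fitted effect of over 60% in size; hits raise eYFP signal because A3G escapes Vif-driven loss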
# Target sequence (Q9HC16 whole entry, looked up): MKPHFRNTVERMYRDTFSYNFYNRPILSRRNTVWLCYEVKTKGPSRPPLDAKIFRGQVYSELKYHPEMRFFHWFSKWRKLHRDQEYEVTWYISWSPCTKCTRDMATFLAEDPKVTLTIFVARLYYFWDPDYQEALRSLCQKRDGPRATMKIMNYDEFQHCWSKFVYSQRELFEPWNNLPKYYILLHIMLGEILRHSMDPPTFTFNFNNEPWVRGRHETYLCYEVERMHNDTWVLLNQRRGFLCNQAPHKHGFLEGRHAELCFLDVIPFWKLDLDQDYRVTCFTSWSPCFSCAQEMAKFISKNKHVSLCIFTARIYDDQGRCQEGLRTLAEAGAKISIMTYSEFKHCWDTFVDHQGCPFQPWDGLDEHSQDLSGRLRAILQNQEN
#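 Read-out is eYFP fluorescence (Ex 488/Em 500-530) from Vif-expressing HeLa A3G-eYFP cells; more signal means A3G escaped Vif-mediated degradation. Cells plated overnight, compound pinned in, incubated overnight at 37 deg C.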
# GRP78 ERSR act: qHTS for Inducers of the Endoplasmic Reticulum Stress Response (ERSR) in Human Glioma: qHTS; U87-MG GRP78 promoter luciferase reporter, 16 h; Potency, µM, inactives show at the top dose activation, usual class: activators; actives 0.02% (n = 420,000); AID 602332, 2012; note: potency is the fitted concentration of half-maximal effect; series mostly up to about 76 µM; % of control where 0% means no effect; nearly all actives have a fitted effect of over 35% in size
#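 Stably transfected U87-MG human glioma cells carrying a GRP78-based luminescent sensor were seeded at 1000 cells/well, pin-dosed with compounds and incubated 16 h. Luciferase reagent was then added, and end-point luminescence was read after 10 min at room temperature.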
# USP1-UAF1 inh: Inhibitors of USP1/UAF1: Primary Screen; Ubiquitin carboxyl-terminal hydrolase 1 (Homo sapiens), O94782; recombinant USP1/UAF1, Ub-Rhodamine cleavage fluorescence; Potency, µM (highest dose often 57.1 µM), for inactives: top-dose activity change, negative = inhibition, hits mostly inhibitors; actives 0.23% (n = 390,000); AID 743255, 2014; note: potency is the fitted concentration of half-maximal effect; % is set by controls: 0 for no effect and ±100 for the full control effect; nearly all actives have a fitted effect of over 60% in size; inactives centre near -12
#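 USP1/UAF1 complex (1 nM) preincubated 15 min at room temperature with compound, then Ub-Rho substrate (150 nM final) added. Kinetic fluorescence at 480/540 nm over 6 reads at 60 s intervals; 50 mM HEPES pH 7.8, 0.5 mM EDTA, 0.1 mg/ml BSA, 1 mM TCEP, 0.01% Tween-20.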
# TrxR1 inh: qHTS Assay for Inhibitors of Mammalian Selenoprotein Thioredoxin Reductase 1 (TrxR1): qHTS; actives 1% (n = 390,000); Potency, µM (highest dose often 114 µM), for the others: at the top dose activity change, negative = inhibition, actives largely listed as inhibitors; recombinant rTrxR1, NADPH fluorescence consumption, selenite substrate; note: potency is the fitted concentration of half-maximal effect; % is set by controls: 0 for no effect and ±100 for the full control effect; nearly all actives have a fitted effect of over 65% in size
#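 Rat TrxR1 (90 nM in the dispensed reagent) was pre-reduced with 400 uM NADPH for 5 min at room temperature, then incubated with compound for 15 min. After 400 uM selenite was added, NADPH fluorescence (Ex 340/Em 450 nm) was followed for 8 min.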
# Vif-APOBEC3F blk: qHTS for Inhibitors of Vif-A3F Interactions: qHTS | HeLa A3F-eYFP + Vif (tagged APOBEC3F with the HIV-1 protein that degrades it), YFP fluorescence increase | Potency, µM (titrated, usually from 46.1 µM), for the others: top-dose activity, negative = active | actives 0.2% (n = 390,000); note: potency is the fitted concentration of half-maximal effect; % of control where 0% means no effect; nearly all actives have a fitted effect of over 65% in size
#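 HeLa cells stably expressing A3F-eYFP plus Vif, plated and incubated overnight at 37 deg C, then exposed to compounds overnight at 37 deg C. Blocked degradation read as raised yellow fluorescence (Ex 488/Em 500-530).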
# LDHA block: qHTS assay for inhibitors of human lactate dehydrogenase; L-lactate dehydrogenase A chain (Homo sapiens), P00338; purified LDHA, NADH/diaphorase-resazurin fluorescence; active compounds read low; activity change, % (values are at about 110 or 230 µM); actives 0.15% (n = 480,000); AID 1347041, 2019; in the data active = activity change below about -30%; inconclusive = mostly about -25% to -30%;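 note: plate controls were DMSO wells for no effect and wells without enzyme for full effect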
#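 LDH5 2 nM; NADH 0.06 mM, pyruvate 0.2 mM; 200 mM Tris pH 7.4, EDTA, Tween-20; 5 min RT. Detection: diaphorase 0.133 mg/mL + resazurin 37 µM, fluorescence ex540/em590 at 0 and 20 min; normalized to enzyme-free and DMSO wells.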
# * marks the source's active call; other numbers are inactive results; ? = inconclusive; / = no result given; & = joins results of further samples; [ ] = remark or other dose. Unless noted, calls come from the whole dose curve; as a rule, active = well fitted curve in the direction sought with a large enough effect; inconclusive = small, poorly fitted or top-dose-only effect, or another doubt; inactive = no such curve, though single readings can be large; an effect the other way counts as inactive or inconclusive. This is a subset (hit frequency here may not be typical).
molecule,Vif-APOBEC3F blk,USP1-UAF1 inh,mIDH1 inhibitor,TrxR1 substrate,RGS4 inhibitor,LDHA block,TrxR1 inh,Vif-APOBEC3G blk,GRP78 ERSR act
Cc1ccc(NC(=O)C2CCN(C(=O)c3ccco3)CC2)cc1C,-9.4%,-8.3%,4.2%,-0.5%[57.1 µM],24.4%,-5.3,1.2%[57.1 µM],0.0%,-3.3%
CC1CC(C)CN(CC(O)COCc2ccccc2)C1 (stereo not drawn),-5.0%,-6.2%,13.8%,-0.5%,0.7%,-3.4,12.2%,-0.1%,-5.4%
COC(=O)c1ccccc1NC(=O)Nc1cccnc1,-2.7%,-5.9%,6.8%,9.0%[57.1 µM],-6.2%,-0.7,-8.2%,-8.5%,-3.4%
C/C(=N\NC(=O)COc1ccc(C)cc1[N+](=O)[O-])c1ccc2c(c1)OCCO2,-24.9%,-19.7%,5.9%,-2.5%,-33.0%,-0.6,-0.3%,0.3%,3.7%
Cn1c(=O)[nH]c(=O)c2c1nc(Br)n2CCCO,-4.0%,2.2%,-3.4%,-8.4%,-0.5%,4.8,12.9%,1.3%,-4.8%
O=C(CSCc1ccc(Cl)cc1)NCC1CCCO1 (stereo not drawn),-7.1%,-7.0%,3.4%,5.7%[57.1 µM],16.0%,-5.6,0.5%[57.1 µM],-0.4%,0.0%
COC(=O)Cn1cnc(=O)c(C#N)c1/C=C/N(C)C,-7.5%,-2.9%,11.4%,-7.7%,18.8%,-3.8,-6.7%,2.1%,-1.9%
COc1ccc(SCc2cc(=O)c3cc(Cl)ccc3[nH]2)cc1,2.4%,-7.3%,15.1%,0.0%[57.1 µM],-1.3%,0.5,5.8%[57.1 µM],2.5%,-3.7%
CC(=O)NCc1cc(-c2nn(C)c(=O)c3ccccc23)ccc1C,0.6%,-0.9%,-3.7%,1.9%[57.1 µM],-12.8%,16.5&-3.4,23.7%[57.1 µM],-0.8%,0.8%
N#Cc1ccc[n+](CC(=O)c2ccc(F)cc2)c1,/,/,/,1.2%,/,/,-15.1%,-2.7%,-3.9%
CCn1nc(NC(=O)C2CCCO2)c2cc3cccc(C)c3nc21 (stereo not drawn),6.6%,-20.6%,4.7%,20.0%,-4.2%,0.8,16.6%,-2.5%,-1.4%
Cc1ccc(OCCCCCCN2CCNCC2)c(Br)c1,-0.3%,-10.0%,5.2%,-3.4%[11.4 µM],18.2%,-6.6,-2.5%[11.4 µM],3.6%,-8.3%
O=C(Nc1ccc(S(=O)(=O)Nc2ccccn2)cc1)c1cccc([N+](=O)[O-])c1,0.5%,-21.3%,2.2%,-11.2%,-11.0%,3.9,-14.8%,-0.2%,-2.3%
Cc1nc(C)c(C(=O)N(c2ccc(C)c(C)c2)C(C(=O)NCc2ccco2)c2ccccc2)s1 (stereo not drawn),-9.5%,?,?,6.9%,8.2%,-5.0,15.5%,-3.1%,-0.6%
COc1cc(C(=O)NCc2nnc(SCC(=O)c3ccc(Cl)cc3)o2)cc(OC)c1OC,6.0%,-18.9%,6.7%,0.0%,4.7%,-5.3,25.0%,3.1%,2.7%
Cc1nnc(SCC(=O)N2CCc3ccccc32)s1,-6.1%,-3.8%,2.8%,8.1%,-3.0%,-1.9,1.8%,0.6%,6.7%
Cc1nn(C(=O)Cn2cc([N+](=O)[O-])cn2)c(C)c1Cl,-5.6%,-17.3%,0.0%,2.3%,-12.9%,-1.7,10.9%,-2.1%,0.9%
CC(C)C(NS(=O)(=O)c1ccc2c(c1)oc(=O)n2C)C(=O)N1CCN(C2CCCCC2)CC1 (stereo not drawn),-1.3%,-8.5%,-2.9%,5.0%,-6.5%,3.5,8.1%,-1.6%,-3.1%
Cc1noc(Cn2c(=O)c3cc4c(cc3n(CC(=O)Nc3ccccc3Br)c2=O)OCO4)n1,-1.0%,7.6%,-28.5%,21.6%,21.2%,-13.6,21.7%,-0.4%,-3.2%
Cc1ccc(S(=O)(=O)N(CC(O)CN2CCCCC2)c2ccccc2)cc1 (stereo not drawn),-2.8%,-27.0%,8.6%,-0.8%,-12.6%,-3.0,-12.7%,0.9%,-2.5%
CCCN(Cc1nc2cc(Cl)ccc2c(=O)[nH]1)C(=O)c1ccc(S(=O)(=O)N2CCCC2)cc1,?,-23.5%,0.0%,-0.8%,-9.6%,-0.3,26.4%,2.4%,-5.2%
COC(=O)c1ccc(CNC(=O)C2CCC(=O)N(CCc3ccccn3)C2)cc1 (stereo not drawn),-0.9%,9.0%,-4.1%,/,/,-4.6,/,1.7%,-4.3%
CCn1c(SCC#N)nc2c(c1=O)C1(CCCC1)Cc1ccccc1-2,-2.1%,-22.4%,-7.1%,-11.8%,-20.8%,-1.6,-8.2%,-5.4%,-5.4%
COc1cccc(CNC(=O)COC(=O)c2ccc(Cl)s2)c1,4.6%,-16.1%,-2.9%,-4.2%,-19.9%,-5.1,0.5%,0.8%,-3.2%
Cc1nn(C)c(C(=O)NNC(=S)NCC(C)C)c1Cl,8.9%,-8.8%,0.0%,-8.1%,-37.6%,-4.3,-20.6%,-1.1%,-3.8%
COc1ccccc1C(=O)OCc1nc(N)nc(Nc2ccccc2C)n1,12.4%,-11.8%,-1.3%,2.3%,25.0%,-10.1,4.8%,-7.9%,8.8%
COC(=O)c1cn(NC(=O)c2ccccc2[N+](=O)[O-])c(=O)c2ccccc12,-21.8%,6.3%,3.9%,-2.1%[57.1 µM],12.2%,-2.2,-13.5%[57.1 µM],4.8%,2.1%
Cn1c(O)c(N=NC(=O)Cc2c[nH]c3ccccc23)c2ccccc21,5.9%,-15.3%,-2.6%,-8.5%,-23.1%,-4.3,-12.3%,-0.4%,-3.0%
Cc1ccccc1NC(=O)CSC1=Nc2ccccc2C2=NC(Cc3ccccc3)C(=O)N12 (stereo not drawn),5.2%,-23.4%,-14.1%,-1.2%[57.1 µM],-4.4%,-0.1,1.2%[57.1 µM],0.4%,-3.4%
C=CCSc1nc2ccccc2n1S(=O)(=O)c1ccc(Cl)cc1,6.0%,-2.6%,5.8%,-3.6%,12.6%,-12.6,9.8%[57.1 µM],-0.4%,0.4%
CSc1nn2c(C)c(C)c(C)nc2c1C#N,0.4%,-6.3%,13.5%,-7.1%[57.1 µM],-13.5%,0.4,17.6%,5.5%,0.5%
O=C(O)C1C2CCC(C2)C1C(=O)NCCc1ccccc1 (stereo not drawn),-6.9%,-10.2%,0.0%,1.8%,2.8%,-3.8,18.1%[11.4 µM],-2.0%,-2.6%
O=C(NCc1ccco1)C1CCN(C(=O)c2ccc(Cl)cc2Cl)CC1,-3.8%,-9.0%,-1.0%,0.9%,-18.0%,0.5,?,3.0%,-4.6%
CN(C)C(=S)Nc1ccc(Cc2ccncc2)cc1,-7.3%,-18.1%,-16.3%,-0.9%,-36.6%,-15.8,20.0%,0.8%,-1.4%
COc1ccc(C(=O)OCc2c(F)cccc2Cl)cc1S(=O)(=O)N1CCOCC1,8.6%,-22.5%,2.7%,-3.6%,8.1%,0.0,34.0%,0.0%,-1.3%
Cc1cc[n+](-c2nc3ccccc3nc2[N-]S(=O)(=O)c2ccccc2)cc1,-16.0%,-0.6%,1.3%,-2.2%,21.5%,0.0,10.1%,2.5%,-5.0%
CC1Cc2nc(SCC(=O)NCC3CCCO3)n(-c3ccc(F)cc3)c(=O)c2S1 (stereo not drawn),-4.3%,-10.3%,6.4%,-14.7%,21.0%,-4.5,-13.7%,-3.5%,1.1%
COC(=O)c1ccccc1NC(=O)NCCc1ccc(OC)c(OC)c1,4.0%,-17.1%,24.9%,-3.2%,12.1%,-11.3,9.9%[57.1 µM],1.2%,2.1%
CC(OC(=O)c1cc(=O)c2ccccc2o1)C(=O)Nc1ccc(N(C)C)cc1 (stereo not drawn),3.2%,-2.3%,-9.4%,-4.9%,-7.1%,-0.6,6.1%,-0.9%,-0.1%
C=CCn1c(O)c(N=NC(=O)OCC)c2ccccc21,0.2%,-25.5%,0.2%,-9.8%[57.1 µM],-17.7%,-1.4,-9.8%,-1.0%,1.0%
